High-throughput results (PubChem BioAssay)
NadD block: inhibitors of Staphylococcus aureus NadD | hit rate 0.78% among 360,000 | purified NadD enzyme, colorimetric absorbance read-out | inhibition, % at 20 µM; in the data active = inhibition above about 26%; also: some compounds past the cut are filed as inactive
Rpn11 inh: inhibitors of human proteasome Rpn11; O00487; human 26S proteasome, Ub4-pepOG fluorescence polarization; 20S core pre-blocked with epoxomicin; calls only at 20 µM; hit rate 0.59% among 360,000; AID 588493;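 active = inhibition at 20 µM, scaled to each plate's controls, above about 33%, limit read from the data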
SUMO1-SIM PPI: SUMO1-SIM interaction modulation | AID 602429 | P63165 | SUMO1 binding to a labelled peptide, TR-FRET, 1 h | inhibition, % at 20 µM | hit rate 0.33% among 360,000; in the data active = inhibition above about 37%
Scp-1 inhibitor: Scp-1 (human) phosphatase inhibition. inhibition, % at 20 µM. Recombinant Scp1, phosphopeptide, malachite green phosphate absorbance. AID 493091. hit rate 0.88% among 340,000;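 active = inhibition above about 50% at 20 µM, limit read from the data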;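 also: plate controls were DMSO wells with enzyme for no effect and wells lacking enzyme for full effect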
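Assay system: SCP-1 catalytic fragment, aa 76-261 | Buffer or medium: Tris acetate buffer pH 5.5 with MgCl2 and Tween-20 | Compound: One concentration, 20 µM, with 1.0% DMSO | Also added: Phospho 17-mer peptide substrate | Signal: Absorbance at 630 nm | Incubation: 45 min enzyme reaction at room temperature | Measure: % inhibition of SCP-1 phosphate liberation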
CSN inh: inhibitors of human CSN-mediated cullin deneddylation; Purified CSN, SCF-Nedd8-OG deneddylation, fluorescence polarization; Q92905; hit rate 0.38% among 360,000; inhibition, % at 12.5 µM;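 active = pattern-corrected inhibition above about 35%, with an unprinted fluorescence ratio check between 0.5 and 1.5, limit read from the data, passing the limit was not always enough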;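 also: 0% = enzyme with substrate and 100% = substrate without enzyme; some results filed as inactive read as strong as hits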
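Material: human Csn5 produced in HEK293T cells; Input: enzyme 0.24 nM; Reagent: SCFSkp2-Nedd8OG substrate at 10 nM final; Dosing: 12.5 µM compound; Incubation: 90 min reaction at room temperature; Detection: fluorescence polarization of the substrate; Evaluation: % inhibition of substrate cleavage by Csn5; Control set: substrate-only high control, full reaction low control.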
Rin1 Abl inh: inhibitors of human Rin1-Abl protein interaction; P00519+Q13671; TR-FRET Rin1/Abl binding, biochemical; inhibition, % at 7.35 µM; hit rate 0.4% among 360,000; in the data active = inhibition above about 5%, passing the limit was not always enough
LMPTP inh: LMPTP (human) inhibition; P24666; recombinant LMPTP-A, OMFP fluorogenic substrate, fluorescence intensity; inhibition, % at 20 µM; hit rate 0.22% among 360,000; AID 651560;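 active = compounds that cut the enzyme signal by at least half of the control window in the single-dose screen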;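 also: plate controls were DMSO wells with enzyme plus substrate for no effect and substrate without enzyme for full effect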
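Test system: LMPTP-A phosphatase enzyme; input: 0.625 nM LMPTP-A final; reagent: OMFP substrate, 400 µM final; compound dosing: 20 µM single dose, 3% DMSO; incubation: 50 min dark incubation at room temperature; measured by: endpoint fluorescence intensity from OMFP dephosphorylation; measure: % inhibition relative to no-enzyme and uninhibited control wells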
Neddylation inh: blocks human cullin neddylation. AID 651699. P61081+Q13564. TR-FRET cullin neddylation, biochemical. hit rate 0.58% among 360,000. calls only at 25 µM; in the data active = inhibition above about 36%
DNMT1 inh: DNMT1 (human) enzyme inhibition | P26358 | DNMT1 molecular beacon, Hinp1I cleavage, fluorescence | inhibition (reported as % activation of signal), % at 10 µM | hit rate 0.83% among 360,000 | AID 588458; in the data active = inhibition above about 50%
Target sequence (P26358 504-1616 limits assumed): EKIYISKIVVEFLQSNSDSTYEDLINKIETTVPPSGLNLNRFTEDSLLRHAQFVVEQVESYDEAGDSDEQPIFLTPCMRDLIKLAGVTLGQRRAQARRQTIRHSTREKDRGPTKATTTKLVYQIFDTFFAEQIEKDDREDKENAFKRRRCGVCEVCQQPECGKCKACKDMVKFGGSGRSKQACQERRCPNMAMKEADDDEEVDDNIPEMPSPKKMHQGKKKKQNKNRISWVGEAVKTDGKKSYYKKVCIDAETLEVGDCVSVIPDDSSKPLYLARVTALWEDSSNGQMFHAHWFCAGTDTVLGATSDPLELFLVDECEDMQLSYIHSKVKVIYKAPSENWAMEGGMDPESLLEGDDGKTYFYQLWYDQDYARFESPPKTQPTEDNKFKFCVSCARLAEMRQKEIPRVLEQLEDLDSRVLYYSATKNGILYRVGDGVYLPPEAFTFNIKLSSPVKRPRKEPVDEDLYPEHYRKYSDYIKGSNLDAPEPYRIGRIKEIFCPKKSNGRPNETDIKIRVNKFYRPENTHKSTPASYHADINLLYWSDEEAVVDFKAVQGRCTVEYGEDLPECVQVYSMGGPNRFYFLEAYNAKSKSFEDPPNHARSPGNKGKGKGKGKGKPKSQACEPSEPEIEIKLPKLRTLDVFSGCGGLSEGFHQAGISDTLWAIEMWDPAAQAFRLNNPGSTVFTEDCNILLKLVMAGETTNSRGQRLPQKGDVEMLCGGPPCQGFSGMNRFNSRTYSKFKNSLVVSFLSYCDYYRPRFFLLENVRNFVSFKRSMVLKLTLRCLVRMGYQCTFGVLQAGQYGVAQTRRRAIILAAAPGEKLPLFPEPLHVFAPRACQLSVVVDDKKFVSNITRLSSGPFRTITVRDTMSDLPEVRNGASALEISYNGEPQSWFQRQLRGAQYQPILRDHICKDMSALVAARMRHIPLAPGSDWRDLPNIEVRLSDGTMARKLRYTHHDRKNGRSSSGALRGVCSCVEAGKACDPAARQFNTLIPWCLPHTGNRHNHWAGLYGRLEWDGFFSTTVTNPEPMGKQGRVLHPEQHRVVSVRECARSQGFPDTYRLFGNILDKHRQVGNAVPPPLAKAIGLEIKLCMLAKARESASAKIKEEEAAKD
STEP block: STEP (human) phosphatase inhibition; P54829; recombinant STEP, OMFP fluorogenic substrate, fluorescence; inhibition, % at 20 µM; hit rate 0.25% among 360,000; AID 588621;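 active = inhibition at 20 µM, scaled per plate between control wells, above about 37%, limit read from the data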;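 also: 0% = DMSO with enzyme and substrate and 100% = substrate only without enzyme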
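Material: STEP (striatal-enriched tyrosine phosphatase) enzyme, cell-free | Medium: 50 mM Bis-Tris pH 6.0 with 2.5 mM DTT and 0.005% Tween 20 | Read-out: Percent inhibition scaled to no-enzyme and uninhibited-enzyme controls, plate-pattern corrected | Signal: Fluorescence read at 480 nm ex / 540 nm em | Times: 20 min reaction, room temperature, in the dark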
* = called active by the depositor; i = inactive; nt = not tested or not shown; + = active, no number.

SMILES	NadD block	Rpn11 inh	SUMO1-SIM PPI	Scp-1 inhibitor	CSN inh	Rin1 Abl inh	LMPTP inh	Neddylation inh	DNMT1 inh	STEP block
CCNC(=O)C1CC(=O)N(Cc2ccc3c(c2)OCO3)C(=Nc2ccc(OCC)cc2)S1 (centres undefined)	2	i	0	-5	-3	0	-0.1	i	-6	-1
Cc1c(OCc2ccccc2)cccc1OCc1ccccc1	2	i	2	-24	-3	0	3.7	i	6	1
COc1cc(NC(=O)CSc2nc3c(c(=O)n(C)c(=O)n3C)n2C)cc(OC)c1	1	i	9	-10	-2	-1	-0.1	i	2	1
N#CC1(NC(=O)COC(=O)c2ccccc2[N+](=O)[O-])CCCCC1	-6	i	-15	-13	-2	1	0.0	i	3	1
O=C(CN1CCN(C(=O)c2cccs2)CC1)Nc1ccc(Br)cc1	-5	i	0	-9	-3	-2	-2.4	i	-2	-2
COCCCNC(=O)C1CCN(c2nc(C)cc(C)n2)CC1	1	i	-1	-3	-10	-1	-2.1	i	3	-5
NC(=O)c1cc([N+](=O)[O-])ccc1NCc1cccnc1	7	i	-21	-1	2	-2	-0.2	i	-1	3
OC(c1ccccc1)(c1nc(-c2ccccc2)cs1)C(F)(F)F (centres undefined)	-10	i	3	nt	2	-5	1.0	i	-6	-3
CC(c1ccco1)N(C(=O)C12CC3CC(CC(C3)C1)C2)c1ccccn1 (centres undefined)	3	i	2	-8	2	3	1.0	i	2	-4
Cc1cc(C)c(C(=O)CSc2nnc(-c3ccccc3Br)o2)cc1C	8	i	-5	4	4	-3	-0.5	i	-1	-1
COc1ccc(CCNC(=O)COc2ccc(S(=O)(=O)NC(C)C)cc2)cc1OC	-3	i	-1	-3	-4	3	0.0	i	-1	2
Cc1cccc2c1-c1sc(C(=O)Nc3nccs3)cc1CO2	10	i	18	1	9	0	0.2	nt	-1	0
CC1=NCCN1S(=O)(=O)c1ccccc1[N+](=O)[O-]	-5	i	-7	-2	4	1	0.2	i	-2	0
CCN(CC)C(=O)[C@H]1CC(CC(=O)NCc2cccc(C(F)(F)F)c2)C(=O)N2CCc3c([nH]c4ccccc34)[C@]12C (some centres undefined)	4	i	-1	-8	1	-2	2.5	i	-5	-2
CC1(C)CC(=O)C(N=Nc2cccc(F)c2C#N)=C(O)C1	6	i	-43	-13	-2	-5	1.6	i	-3	2

Overlap with the part before: 4 compounds, followed by the next part.
SMILES	NadD block	Rpn11 inh	SUMO1-SIM PPI	Scp-1 inhibitor	CSN inh	Rin1 Abl inh	LMPTP inh	Neddylation inh	DNMT1 inh	STEP block
Cc1cccc2c1-c1sc(C(=O)Nc3nccs3)cc1CO2	10	i	18	1	9	0	0.2	nt	-1	0
CC1=NCCN1S(=O)(=O)c1ccccc1[N+](=O)[O-]	-5	i	-7	-2	4	1	0.2	i	-2	0
CCN(CC)C(=O)[C@H]1CC(CC(=O)NCc2cccc(C(F)(F)F)c2)C(=O)N2CCc3c([nH]c4ccccc34)[C@]12C (some centres undefined)	4	i	-1	-8	1	-2	2.5	i	-5	-2
CC1(C)CC(=O)C(N=Nc2cccc(F)c2C#N)=C(O)C1	6	i	-43	-13	-2	-5	1.6	i	-3	2
COC(=O)c1c(NC(=O)COC(=O)[C@@H](NS(=O)(=O)c2ccccc2)C(C)C)sc2c1CCC2	1	i	0	1	1	-4	2.6	i	-11	4
COc1ccccc1-c1sc2cc3c(cc2c1-c1ccc(O)cc1)OCO3	2	i	1	-3	-2	0	1.9	i	-31	0
CN(C)CCN1C(=O)C(=O)/C(=C(/O)c2ccc(F)cc2)C1c1ccccc1F (centres undefined)	-5	i	-8	-8	0	-5	-1.8	i	-3	1
CC(=O)c1cccc(NC(=S)NCc2ccco2)c1	-4	i	-2	-14	5	2	-0.3	i	-13	-3
N=C1SCC(=O)N1c1ccccc1Cl	-6	i	0	-2	3	3	-2.0	i	-1	-3
Cc1cc(NC(=O)c2cccc([N+](=O)[O-])c2)no1	-6	i	-26	-7	1	1	-1.2	i	3	3
CCOc1ncccc1C(=O)NCc1cccc(OC)c1	-5	i	2	-1	-4	1	-1.0	i	4	0
OCCN1CCSC1=S	2	i	-3	-8	3	3	0.1	i	0	0
CCOC(=O)c1c(-c2cccc(N)c2)cn2ccccc12	1	i	-6	6	5	2	-1.6	i	3	-5
Cc1ccc(NC(=O)c2snc3ccc(Cl)cc23)cc1C	-7	i	-12	-8	5	3	2.0	i	-2	-2
Cc1cc(C(=O)COc2ccc(F)cc2Br)c(C)n1C1CC1	-7	i	5	-5	5	2	2.3	i	-2	1
CCOC(=O)c1nnc(-c2ccccc2)nc1Sc1ccccc1Cl	-4	i	-12	-20	1	-3	4.6	i	7	2
CCN(CC)CCn1c2c(c(SCC(=O)Nc3cc(OC)cc(OC)c3)nc1=O)CCC2	-5	i	1	-3	3	2	-0.5	i	0	0
CC(=O)N(Cc1ccccc1)c1ccc(C(=O)O)cc1	-2	i	-2	-2	0	3	-0.6	i	3	4
COc1cc(CC(=O)O)c([N+](=O)[O-])cc1OC	-6	i	-12	-6	2	-3	-0.6	i	3	1
COC(=O)c1ccc(C2/C(=C(\O)c3ccc(OC)c(C)c3)C(=O)C(=O)N2c2cc(C)on2)cc1 (centres undefined)	13	i	-15	-8	-2	-1	1.6	i	0	2
Cc1ccc(NC(=O)C(=O)N2CCCC2)cc1Cl	-1	i	0	-6	4	-2	-2.3	i	1	-2
Cc1cc(C)nc(Nc2ccc(O)cc2)n1	-3	i	6	-8	-1	0	-0.7	i	1	0
CCOc1ccc(S(=O)(=O)N2CCN(C(=O)Cc3ccc(S(=O)(=O)N4CCOCC4)s3)CC2)cc1	-4	i	-12	-3	-2	4	1.9	i	-5	0
Cc1ccc(NC(=O)CSCC(=O)Nc2nnc(C3CC3)s2)cc1	1	i	0	-4	0	-3	1.1	i	0	4
Cc1ccc(Nc2ccc(C(=O)O)cc2[N+](=O)[O-])cc1	-4	i	-37	-6	-1	-2	1.7	i	4	2
O=C(CSc1nncn1-c1cccnc1)Nc1ccccc1C(F)(F)F	1	i	6	-1	-3	-4	-2.2	i	2	-1
CCN1CCCc2cc(CN(CCN3CCOCC3)C(=S)Nc3cc(F)cc(F)c3)ccc21	-8	i	-9	-2	-2	-5	0.7	i	-2	3
CCOc1ccccc1-c1nc(C(N)=O)c2[nH]c(=O)n(-c3cccc(C)c3)c2n1	10	i	-2	7	1	0	0.2	i	-3	-3
COc1cc(NS(=O)(=O)c2ccc(C)cc2)c2ncccc2c1	0	i	-4	-4	2	-1	0.7	nt	-6	-4
Cc1ccc2nc(SC(C)C(=O)NC3CCCC3)[nH]c2c1 (centres undefined)	-1	i	-1	-5	2	-1	-0.1	i	0	-2
CCCSc1ccc([C@@H]2[C@@H]3C(=O)N(CC)C(=O)[C@@H]3[C@]3(C(=O)OC)CCCCN23)cc1OC	0	i	0	0	-4	0	0.7	i	0	2
Cc1ccc2[nH]cc(CCNC(=O)CN3C(=O)c4ccccc4C3=O)c2c1	1	i	-3	-9	-4	-5	-0.1	i	-1	-2
COc1cccc(-c2nc(CS(=O)(=O)CC(=O)NC3CCCCCC3)c(C)o2)c1	-2	i	-3	-5	3	6	0.0	i	-2	-1
Cc1cc(C)c2c(n1)sc1c(O)cc(=O)[nH]c12	0	i	9	38	-5	1	-1.3	nt	4	2
COc1ccccc1C(=O)NCCC(=O)N1CCN(S(=O)(=O)c2ccccc2C(F)(F)F)CC1	-6	i	4	1	4	0	0.2	i	8	-1
O=C(NC(Cc1c[nH]c2ccccc12)C(=O)N/N=C/c1ccc(Cl)cc1)c1cccs1 (centres undefined)	31*	i	-1	-11	1	4	5.3	i	-19	-5
COc1ccccc1CC(=O)N1CCN(c2cccc(C(F)(F)F)c2)CC1	0	i	-2	-3	5	5	2.1	i	-5	3
CC1(C(=O)NCc2cccc(C(F)(F)F)c2)CCN1Cc1cc2ccccc2o1 (centres undefined)	-1	i	7	nt	3	-4	2.8	i	9	0
CN1CCc2c(sc(NC(=O)c3ccc(S(=O)(=O)N4CCCCCC4)cc3)c2C(N)=O)C1	-6	+	-4	1	22	-2	3.1	i	4	3
C=C(CCO)C1=CCN(S(=O)C(C)(C)C)[C@@H]1CCO (some centres undefined)	1	i	-1	8	5	0	-1.2	i	1	-2
Cc1cccc(Cn2cc(SCC(=O)Nc3nccs3)c3ccccc32)c1	8	i	-2	-8	-1	-2	1.1	i	-1	0
CCOc1nc(C)ccc1-c1noc(CC)n1	3	i	1	-5	7	3	-0.8	i	2	-3
CC(C)OC(=O)CC(=O)CSc1nc(-c2ccc(F)cc2)cc(-c2ccccc2)c1C#N	-1	i	6	-13	3	-4	3.0	i	1	9
COc1cc(CNC(=O)c2ccc3c(c2)S(=O)(=O)c2ccccc2C3=O)cc(OC)c1	-6	i	-39	-11	-7	2	2.7	i	-1	-2
O=C(c1ccc2c3c(cccc13)CC2)N1CCN(c2ncccn2)CC1	1	i	-5	-1	-3	-5	-0.1	i	-2	1
COC(=O)c1cccc(NC(=O)c2cccc(N3C(=O)CCC3=O)c2)c1	4	i	4	-8	0	-1	-0.9	i	1	-2
Cn1c(=O)c2c(ncn2CC(=O)OCC(=O)NC2CCCc3ccccc32)n(C)c1=O (centres undefined)	3	i	3	3	6	0	0.3	i	6	-2
COc1ccc(NC(=O)COC(=O)c2cc(Cl)ccc2O)cc1S(=O)(=O)N1CCCCC1	4	i	-1	-8	-4	0	1.2	i	-1	2
O=c1c2[nH]cnc2n(-c2cccc(Br)c2)c(=O)n1Cc1ccccc1	-8	i	0	-3	0	0	-0.3	i	2	-5
NC(=O)COc1ccc(S(=O)(=O)N2CCCC2)cc1	-2	i	-1	nt	1	-1	-1.6	i	-1	-2
CCc1ccccc1NC(=O)c1cnn(-c2ccccc2)c1C	-5	i	-2	0	1	2	-2.5	i	-1	-3
CN(C)S(=O)(=O)c1ccc(C(=O)NCC2CC2(Cl)Cl)cc1 (centres undefined)	-5	i	4	-12	2	0	0.3	i	-1	0
Cc1ccc(S(=O)(=O)N2CCN(C(=O)C(O)c3ccccc3)CC2)cc1 (centres undefined)	nt	nt	4	nt	-7	nt	-1.9	i	nt	nt
CN(C)Cc1ccccc1CCc1ccccc1	-1	i	-1	-7	-1	-1	-1.8	i	-2	-2
COc1ccc(NC(=O)CSc2n[nH]c(-c3ccco3)n2)cc1	2	i	-3	-3	1	1	-0.6	i	-2	-1
